OXTR potentiate: human OXTR potentiators, primary screen, fluorescence, CHO-OTR cells, Fluo-8 calcium; Oxytocin receptor (Homo sapiens), P30559; Fluo-8 calcium fluorescence, potentiator mode; 0% = oxytocin EC15, 100% = EC100; activation, % at 3 µM; hit rate 0.061% among 320,000; AID 2445, 2010;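 active = activation above that plate's cutoff, the mean activation of tested compounds plus 3 SD, cut at about 6.6% in these data, passing the limit was not always enough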;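 also: 100% uses oxytocin at 75 nM as the full agonist control; some results filed as inactive read as strong as hits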
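Assay system: CHO-OTR cells, human receptor / Also added: oxytocin at about EC15, sub-maximal agonist stimulus / Dosing: single dose, 3.0 µM nominal final compound concentration / Incubation: 6 min pre-incubation, 100 s read / Technique: Fluo-8 calcium dye fluorescence / Read-out: % activation vs EC15 and EC100 oxytocin / Benchmarks: EC15 oxytocin low, 75 nM oxytocin high / Replicates: singlicate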
GPR7 antagonist: GPR7 receptor antagonists, primary screen, cell-based, fluorescence, single concentration; GPR7-expressing cells, fluorescence antagonist assay; inhibition, % at 4.4 µM; AID 1861, 2009; Neuropeptides B/W receptor type 1 (Homo sapiens), P48145; hit rate 1.1% among 290,000; in the data active = inhibition above about 16%, passing the limit was not always enough;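 also: cells stimulated with the agonist NPW; 0% = agonist with vehicle and 100% = vehicle without agonist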
Target sequence (P48145 whole entry, looked up): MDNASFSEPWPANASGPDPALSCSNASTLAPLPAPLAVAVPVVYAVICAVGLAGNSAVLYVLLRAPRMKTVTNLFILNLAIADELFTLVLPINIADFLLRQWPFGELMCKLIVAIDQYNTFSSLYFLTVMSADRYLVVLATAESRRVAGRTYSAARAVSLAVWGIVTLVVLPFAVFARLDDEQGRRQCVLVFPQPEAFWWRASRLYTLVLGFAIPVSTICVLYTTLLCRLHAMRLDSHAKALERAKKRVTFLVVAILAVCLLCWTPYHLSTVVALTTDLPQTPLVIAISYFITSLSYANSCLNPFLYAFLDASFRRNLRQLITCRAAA
CHO parental Ca: ATP-evoked calcium signal inhibitors, parental CHO, primary screen, counter-screen for OX1R antagonist project, cell-based, fluorescence, Fluo-8 calcium dye | parental CHO-K1, ATP-induced calcium, Fluo-8 fluorescence | inhibition, % at 5.6 µM | hit rate 0.63% among 330,000 | AID 463079, 2010;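 active = inhibition above that plate's mean sample inhibition plus 3 SD, cut at about 26% in these data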;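 also: 0% = ATP-challenged DMSO wells and 100% = DMSO wells without ATP; some compounds past the cut are filed as inactive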
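Test system: untransfected parental CHO cell line. Compound: one dose, 5.6 µM nominal. Detection: intracellular calcium via Fluo-8 no-wash fluorescent dye. Measure: % inhibition. Benchmarks: ATP-challenged DMSO wells low, unchallenged DMSO wells high.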
TAAR1 antag: human TAAR1 antagonists, primary screen, Fluo-8 calcium fluorescence, CHO RD-HGA16 cells | Trace amine-associated receptor 1 (Homo sapiens), Q96RJ0 | antagonist | inhibition, % at 3 µM | hit rate 1.5% among 360,000;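 active = inhibition above a per-plate cutoff, the mean inhibition of test compounds on that plate plus 3 SD, cut at about 49% in these data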;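 also: 0% = DMSO plus EC80 beta-PEA response and 100% = DMSO alone without agonist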
Target sequence (Q96RJ0 whole entry, looked up): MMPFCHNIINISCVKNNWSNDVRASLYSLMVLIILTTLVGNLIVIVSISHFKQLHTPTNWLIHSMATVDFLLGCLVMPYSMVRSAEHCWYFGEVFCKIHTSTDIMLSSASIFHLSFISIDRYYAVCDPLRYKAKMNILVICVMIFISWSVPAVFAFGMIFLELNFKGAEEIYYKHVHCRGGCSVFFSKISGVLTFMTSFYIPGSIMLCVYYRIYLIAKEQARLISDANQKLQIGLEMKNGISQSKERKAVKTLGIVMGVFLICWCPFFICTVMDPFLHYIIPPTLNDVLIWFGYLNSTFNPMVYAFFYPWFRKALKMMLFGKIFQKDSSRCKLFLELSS
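Test system: RD-HGA16 CHO cells with stable hTAAR1 and Gα16 / Probe or stimulus: EC80 β-phenethylamine stimulus / Times: seeding 17-24 h prior, 75-min 37 °C, 30-min RT dye loading / Detection: Fluo-8 calcium-sensitive fluorescence / Read-out basis: % inhibition scaled between DMSO and EC80 PEA controls / Repeats: singlicate, one well per test compound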
M1 ag parental: counter-screen for M1 agonists: effect in parental CHO-K1 cells. Fluo-8 calcium fluorescence; scaled to maximal ATP response, vehicle zero. activation, % at 3 µM. hit rate 0.48% among 360,000. AID 602248, 2012; in the data active = activation above about 15%;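 also: untransfected CHO-K1 host cells lacking M1 receptor as counterscreen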
V1aR counter: agonists of human V1a receptor, primary screen, counter-screen for OXTR agonist project, fluorescence, CHO-V1R cells | activation, % at 3 µM | AID 2797, 2010 | hit rate 0.25% among 320,000 | Fluo-8 calcium fluorescence, agonist mode; 0% DMSO, 100% 3 nM vasopressin | Vasopressin V1a receptor (Homo sapiens), P37288;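 active = activation above the mean activation of all tested compounds plus 3 SD, per screening run, cut at about 20% in these data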;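 also: signal is peak over basal fluorescence ratio across a 100 second FLIPR read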
Target sequence (P37288 whole entry, looked up): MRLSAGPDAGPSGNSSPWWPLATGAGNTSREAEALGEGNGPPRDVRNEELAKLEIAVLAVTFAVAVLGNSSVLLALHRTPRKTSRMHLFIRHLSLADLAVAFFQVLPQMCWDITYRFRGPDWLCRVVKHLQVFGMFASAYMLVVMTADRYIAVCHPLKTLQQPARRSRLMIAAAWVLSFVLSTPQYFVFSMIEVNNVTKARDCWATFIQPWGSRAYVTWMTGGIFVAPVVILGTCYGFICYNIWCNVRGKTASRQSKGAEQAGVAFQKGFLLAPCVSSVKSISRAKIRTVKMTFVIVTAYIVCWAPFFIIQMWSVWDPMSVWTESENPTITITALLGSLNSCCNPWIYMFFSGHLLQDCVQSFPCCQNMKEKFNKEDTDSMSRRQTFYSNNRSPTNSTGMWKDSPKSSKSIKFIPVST
OXTR agonist: human OXTR agonists, primary screen, fluorescence, CHO-OTR cells, Fluo-8 calcium | Oxytocin receptor (Homo sapiens), P30559 | Fluo-8 calcium fluorescence; normalized: DMSO 0%, oxytocin 100% | activation, % at 3 µM | hit rate 0.32% among 320,000;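 active = activation above the mean of all tested compounds plus 3 SD, cutoff set per screening run, cut at about 20% in these data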;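 also: peak over basal fluorescence ratio from a 100 s FLIPR kinetic read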
CHO-K1 Ca antag: nonselective inhibitor or artifact in parental CHO-K1 cells; ATP-induced calcium, Fluo-8 fluorescence; inhibition, % at 3 µM; hit rate 0.6% among 360,000; AID 602250;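 active = inhibition above a per-plate cutoff, the plate's mean sample inhibition plus 3 SD, cut at about 24% in these data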;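 also: 0% = DMSO plus EC80 ATP and 100% = DMSO alone without ATP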
CHO-K1 Ca PAM: nonselective calcium activators in parental CHO-K1 cells, primary screen, counter-screen for M1 PAM project, cell-based, Fluo-8 calcium fluorescence, full deck, 1536-well; ATP EC20; 0% at ATP EC20, 100% at ATP max; activation, % at 3 µM; hit rate 0.02% among 360,000; AID 602247, 2012;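 active = activation above the run cutoff, the mean activation of all test compounds plus 3 SD, cut at about 40% in these data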;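 also: peak over basal fluorescence ratio in a 140 s read after ATP addition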
* = called active by the depositor; . = no result given; & = joins results of further samples. Compounds were not picked by outcome; any-hit rate near 3.5%.

SMILES	OXTR potentiate	GPR7 antagonist	CHO parental Ca	TAAR1 antag	M1 ag parental	V1aR counter	OXTR agonist	CHO-K1 Ca antag	CHO-K1 Ca PAM
O=C(CCCc1ccccc1)N1CCN(c2ccc([N+](=O)[O-])cc2)CC1	-16	22	17	7	6.8	6.2	5.3	0	13
CC(=O)c1ccc(NC(=O)C2CCCN(S(=O)(=O)c3c(C)[nH]c(=O)[nH]c3=O)C2)cc1 (stereo unspecified)	-1	-4	-4	3	0.3	2.2	-0.4	-25	31
COc1ccccc1NC(=O)C(=O)N1CCCC1	1	-13	12	15	16*	0.1	-1.5	-5	18
O=C(COC(=O)c1cncc(Br)c1)Nc1ccc(N2CCCCC2)cc1	-5	.	-7	-10	0.8	1.5	0.4	-7	-10
Cc1ccc(C)c(NC(=O)CN2C(=O)CC(C)S(=O)(=O)c3ccccc32)c1 (stereo unspecified)	-10	15	-7	-2	0.5	-0.1	-0.8	-5	4
Cc1cc(F)c(F)c(C(=O)N2C(C)CCCC2C)c1Cl (stereo unspecified)	-3	-13	-11	-2	-0.5	-1.6	-2.7	-13	12
Cn1cnc(S(=O)(=O)NCc2ccccc2)c1	-6	-7	0	-21	0.3	-0.3	-0.8	-10	3
CCOc1ccccc1OCCCCOc1ccccc1F	-1	-1	-25	-14	0.1	-1.2	-2.4	5	-6
CCOc1ccccc1NC(=O)CN(C)S(=O)(=O)c1ccc2[nH]c(=O)oc2c1	-3	-10	-13	6	1.3	0.9	-0.3	-15	19
CC(C)C(c1nnnn1C1CCCCC1)N1CCCc2ccccc21 (stereo unspecified)	-17	-15	-17	1	-0.2	-1.6	-1.4	-4	7
COc1ccccc1C(=O)COC(=O)CNS(=O)(=O)c1ccc(C)c(C)c1	-17	.	-2	-31	3.9	-1.2	-1.4	12	8
Cc1ccc(NN2C(=O)C=C(c3ccc(Cl)cc3)C2=O)cc1	-17	3	68*	58*	4.7	4.4	1.5	31*	4
O=C(CN1CCN(S(=O)(=O)c2ccc(F)cc2)CC1)Nc1ccc(Cl)cn1	-2	19	-7	-4	0.7	1.2	0.6	-8	12
COc1ccc(S(=O)(=O)N2CCN(C(=O)c3cc(C)oc3C)CC2)cc1	-6	6	7	0	2.1	-0.3	1.0	-18	20
CCOc1cc(N2CCOCC2)c(OCC)cc1NC(=O)COC(=O)c1ccccc1C	1	7	-18	-2	1.3	0.0	-0.7	-6	25
O=C(c1ccc2c(=O)n3c(nc2c1)CCCCC3)N1CCN(c2ccccc2F)CC1	-2	2	-16	-14	0.3	-0.3	-0.7	-9	4
CCOC(=O)C1CCCN(CCC(=O)Nc2cccc(F)c2)C1 (stereo unspecified)	-8	-1	-8	-6	0.2	0.9	0.1	-17	-12
COc1ccc(C(=O)c2c[nH]cc2-c2ccccc2)cc1	-2	4	-2	4	1.2	0.0	-1.6	-9	22
COc1cc(OC)cc(-c2nnc(Sc3ccc(C=O)cc3[N+](=O)[O-])o2)c1	0	-3	8	.	.	0.0	-0.9	.	.
Cc1ccc(S(=O)(=O)N2CCOCC2)cc1NC(=O)Cn1ccsc1=N	-11	-11	-13	-1	0.2	0.9	0.4	-9	15

Given comma-delimited: 6 of the compounds above
SMILES,OXTR potentiate,GPR7 antagonist,CHO parental Ca,TAAR1 antag,M1 ag parental,V1aR counter,OXTR agonist,CHO-K1 Ca antag,CHO-K1 Ca PAM
O=C(CN1CCN(S(=O)(=O)c2ccc(F)cc2)CC1)Nc1ccc(Cl)cn1,-2,19,-7,-4,0.7,1.2,0.6,-8,12
COc1ccc(S(=O)(=O)N2CCN(C(=O)c3cc(C)oc3C)CC2)cc1,-6,6,7,0,2.1,-0.3,1.0,-18,20
CCOc1cc(N2CCOCC2)c(OCC)cc1NC(=O)COC(=O)c1ccccc1C,1,7,-18,-2,1.3,0.0,-0.7,-6,25
O=C(c1ccc2c(=O)n3c(nc2c1)CCCCC3)N1CCN(c2ccccc2F)CC1,-2,2,-16,-14,0.3,-0.3,-0.7,-9,4
CCOC(=O)C1CCCN(CCC(=O)Nc2cccc(F)c2)C1 (stereo unspecified),-8,-1,-8,-6,0.2,0.9,0.1,-17,-12
COc1ccc(C(=O)c2c[nH]cc2-c2ccccc2)cc1,-2,4,-2,4,1.2,0.0,-1.6,-9,22

Next section.
SMILES	OXTR potentiate	GPR7 antagonist	CHO parental Ca	TAAR1 antag	M1 ag parental	V1aR counter	OXTR agonist	CHO-K1 Ca antag	CHO-K1 Ca PAM
O=C(CN1CCN(c2ccccc2F)CC1)Nc1ccccc1F	-6	-6	-14	-4	0.2	-0.5	-1.1	2	0
CSc1ccccc1NC(=O)Cn1c([N+](=O)[O-])cnc1C	-7	-17	-1	12	1.1	1.1	0.0	-13	11
O=C(/C=C\c1ccccc1[N+](=O)[O-])Nc1ccccc1	-8	-13	-6	26	3.0	-0.1	-1.3	-4	13
O=C(O)/C=C1\CCCc2ccccc2C1O (stereo unspecified)	-11	.	-6	-29&-16	0.0	6.0	-0.8	-2	-3
COC(=O)c1sc(N2C(=O)C(=O)/C(=C(/O)c3ccccc3)C2c2ccco2)nc1C (stereo unspecified)	1	-22	-9	-33	1.6	-0.2	-0.8	-15	14
Cc1ccc(S(=O)(=O)N(C)C)cc1NC(=S)NNC(=O)C(N)=O	-7	-5	-1	-1	-0.5	0.3	-0.7	-2	-6
Cc1cccc(N=C2NC(=O)/C(=C/c3cccn3C)S2)c1	-5	-6	-14	-12	2.3	-0.6	-0.9	-16	18
Cc1sc2nc(N3CCOCC3)[nH]c(=O)c2c1-c1ccccc1	-5	-11	1	-9	0.6	1.1	0.1	-10	2
Cc1cc(C)c(S(=O)(=O)NCC(c2ccc3c(c2)OCO3)N2CCOCC2)c(C)c1 (stereo unspecified)	0	.	-4	-16	0.3	-0.1	1.0	-1	2
Cc1nc(NC(=O)CSc2nc(N)cc(N)n2)sc1C	3	-3	3	1	0.6	0.3	0.4	-16	-9

2 compounds drawn at random from those above, as already listed:
SMILES	OXTR potentiate	GPR7 antagonist	CHO parental Ca	TAAR1 antag	M1 ag parental	V1aR counter	OXTR agonist	CHO-K1 Ca antag	CHO-K1 Ca PAM
COC(=O)c1sc(N2C(=O)C(=O)/C(=C(/O)c3ccccc3)C2c2ccco2)nc1C (stereo unspecified)	1	-22	-9	-33	1.6	-0.2	-0.8	-15	14
Cc1ccc(S(=O)(=O)N2CCOCC2)cc1NC(=O)Cn1ccsc1=N	-11	-11	-13	-1	0.2	0.9	0.4	-9	15

Remaining list, next part:
SMILES	OXTR potentiate	GPR7 antagonist	CHO parental Ca	TAAR1 antag	M1 ag parental	V1aR counter	OXTR agonist	CHO-K1 Ca antag	CHO-K1 Ca PAM
C=CCSC1=C(C#N)C(c2ccc(OCC)cc2)CC(=O)N1 (stereo unspecified)	-6	-8	-10	-2	-0.4	-1.6	-1.6	0	17
O=C1c2ccccc2C2NC(=O)C3(CCCCC3)N12 (stereo unspecified)	-5	3	-9	4	2.3	0.4	-0.2	-12	10
Cc1c(C)n(CC(O)CNCCO)c2ccccc12 (stereo unspecified)	-5	-5	-4	4	1.6	0.8	0.6	0	12
CC(NC(=O)c1ccc2c(=O)n3c(nc2c1)CCC3)c1ccc(S(N)(=O)=O)cc1 (stereo unspecified)	2	.	2	-10	3.4	1.0	0.1	-5	18
COC(=O)c1cc(OC)c(OC)cc1NC(=O)CSc1ccc(C)cc1	-1	-3	-22	-1	2.9	0.1	0.2	1	4
CC(Oc1ccc(C#N)cc1)C(=O)Nc1ccc(-n2cnnn2)cc1 (stereo unspecified)	.	.	.	17	6.5	.	.	2	-30
Cc1ccccc1Nc1nc2ccccc2s1	-5	-7	-9	-6	1.9	1.8	-2.1	-12	17
Cc1cccc(C)c1NC(=O)CNC(=O)Cc1ccccc1[N+](=O)[O-]	4	-4	0	1	6.7	0.0	1.2	-9	15
CC(C)Oc1cccc(C(=O)NC(=S)Nc2ccc(N3CCN(C)CC3)cc2)c1	-9	3	-17	3	4.3	4.3	3.6	-7	19
CC(C)(C)n1nnnc1C(c1cc2cc3c(cc2[nH]c1=O)OCCO3)N1CCSCC1 (stereo unspecified)	4	-2	-22	-6	2.6	0.3	0.0	-14	17
Cc1ccccc1-c1nc(CN2CCCC2c2ccc(F)cc2)c(C)o1 (stereo unspecified)	-1	10	-25	-1	0.3	-1.1	-0.5	7	5
NC(=O)c1ccccc1NC(=S)NC(=O)CCc1ccccc1	-4	8	1	-3	0.3	-0.1	-0.7	17	0
COCC(C)NCc1cccc(C)c1 (stereo unspecified)	0	4	-5	-7	4.3	-0.5	0.1	-10	20
O=C(NC(Cc1ccc(O)cc1)C(=O)O)c1ccc2c(c1)OCO2 (stereo unspecified)	-4	.	-1	-23	0.2	0.4	-0.1	-17	12
N#Cc1cccc(CSc2nnc(CCCO)n2-c2ccccc2)c1	-13	5	-13	-4	0.4	-0.4	0.4	-10	12
O=C(CN1CCCCC1)Nc1nc(-c2ccccc2)cs1	-12	-9	-21	12	4.7	2.7	-1.3	7	-3
CCOC(=O)c1cc(C)n(Cc2ccccc2)c1C	1	5	-14	12	0.2	-1.6	-1.9	-1	12
O=C(Nc1cc(C(F)(F)F)ccc1N1CCCC1)c1ccc2c(c1)OCO2	-8	-5	-12	0	-0.5	-0.8	-2.1	-2	3
C=CCn1c(SCC(=O)Nc2ccc3c(c2)OCO3)nnc1-c1ccccc1	-4	-10	-14	-3	0.4	0.6	0.4	8	-1
CCCN1/C(=C(/C#N)C2=NS(=O)(=O)c3ccccc32)N(C)c2ccccc21	-2	-7	-23	1	2.2	0.8	3.7	-18	10
FC(F)(F)c1nnc2sc(-c3ccco3)nn12	-4	-6	-2	0	-0.3	0.3	1.3	9	-6
CCOC(=O)c1ccccc1NC(=O)COC(=O)C1CC(=O)N(CCc2ccccc2)C1 (stereo unspecified)	2	.	-21	19	2.4	-0.7	-2.0	12	21
COC(=O)CCCC1=CC2=C(c3ccccc3)C(=O)C(C)(OC(=O)C3CCCC3)C(=O)C2=CN1CCc1ccccn1 (stereo unspecified)	-15	.	-6	0	-0.4	-0.8	-1.2	13	-11
